B2AR arrestin = recruits beta-arrestin to the human beta2-adrenergic receptor | beta-arrestin recruitment to beta2AR, cell-based reporter | Potency, µM (highest dose often 46.1 µM), inactives show at the top dose activation, hits mostly activators | 330,000 tested, 0.02% active | AID 492947;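 also: potency is read from the fitted curve at half-maximal effect; 0% = DMSO controls and full agonism = EC100 isoproterenol or metaproterenol; nearly all actives have a fitted effect of over 65% in size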
TRPV1 ag = agonists of human vanilloid receptor 1 (TRPV1); Q8NER1; TRPV1-expressing cells, Fluo-8 calcium influx, agonist mode; activation, % at 8.33 µM; 320,000 tested, 0.19% active; in the data active = activation above about 80%; inconclusive = between about 30% and that limit; also: 0% is about no effect
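Fluo-8 calcium influx in TRPV1-expressing cells, kinetic read (ex 480/em 520 nm). Compound added and read 3 min for agonist activity, followed by capsaicin at EC20 final and 2 min further read for enhancement.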
Coupling enz = inhibits coupling enzyme system, counter-screen for aldolase hits; coupling enzyme system counterscreen, AmpLite Red fluorescence; activity change, negative = inhibition, % at 58.2 µM, hits read low; 290,000 tested, 0.67% active; AID 2472; in the data active = activity change below about -30%; also: % is scaled to controls: 0 for no effect and ±100 for the full control effect
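Activity here indicates interference with the coupling reaction, not aldolase inhibition. Compounds at 57.5 uM final met coupling enzymes for 10 min at RT; substrate and AmpLite Red detection followed, with a 525/598 nm fluorescence read after 20 min.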
PKM2 act = increases activity of human pyruvate kinase M2. purified PKM2, Kinase-Glo ATP luminescence, activation; response scale: 0% is enzyme alone, no compound. Potency, µM (highest dose often 57.5 µM), inactives show at the highest dose activation, most hits filed as activators. 260,000 tested, 0.34% active; also: potency is read from the fitted curve at half-maximal effect; % is scaled to controls: 0 for no effect and ±100 for the full control effect; nearly all actives have a fitted effect of over 55% in size
Target sequence (P14618 whole entry, looked up): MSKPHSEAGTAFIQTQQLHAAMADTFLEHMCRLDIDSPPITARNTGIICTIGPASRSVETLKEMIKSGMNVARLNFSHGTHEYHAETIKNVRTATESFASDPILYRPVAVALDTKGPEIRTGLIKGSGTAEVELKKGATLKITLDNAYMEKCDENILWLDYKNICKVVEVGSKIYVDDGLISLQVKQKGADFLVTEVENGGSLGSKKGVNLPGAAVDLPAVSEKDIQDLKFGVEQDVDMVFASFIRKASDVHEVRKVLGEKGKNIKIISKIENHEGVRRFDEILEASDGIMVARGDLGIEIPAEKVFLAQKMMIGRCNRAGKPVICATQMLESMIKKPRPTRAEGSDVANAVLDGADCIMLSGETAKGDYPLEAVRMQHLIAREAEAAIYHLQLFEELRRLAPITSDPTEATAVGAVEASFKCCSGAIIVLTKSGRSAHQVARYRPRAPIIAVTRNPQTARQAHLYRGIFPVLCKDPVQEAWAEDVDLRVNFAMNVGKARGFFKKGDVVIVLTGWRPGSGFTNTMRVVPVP
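Kinase-Glo luminescence reports ATP generated from ADP (0.1 mM) and PEP (0.5 mM) by purified hPK-M2 after 1 h at room temperature, pH 7.2 imidazole buffer; intermediate enzyme activity allows detecting inhibitors and activators.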
KCNH2 3.1 inh = KCNH2 3.1 (human) potassium channel inhibition. U2OS KCNH2 3.1, thallium flux FluxOr; hits give low values. activity change, % (tested at about 1.8 µM). 340,000 tested, 0.95% active. AID 720553;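 active = maximum activity change below -70%; inconclusive = maximum activity change from -70% to -50%; inactive = maximum activity change above -50%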;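 also: thallium influx rate constant from kinetic fluorescence after stimulation buffer; % is scaled to controls: 0 for no effect and ±100 for the full control effect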
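Thallium flux via FluxOr fluorescence (Red40 quencher, 45 min loading) in U2OS cells virally expressing the KCNH2 3.1 isoform (1.77 x 10^8 /mL virus, overnight at 37 C). Rate constants from 2-min kinetic reads post-stimulation, normalised to positive and negative controls.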
Menin MLL FP TR = inhibitors of human menin-MLL interaction, mutant MLL peptide; O00255; Menin + Texas Red MLL mutant peptide, fluorescence polarization; Potency, µM (doses to about 61.6 µM), for the others: top-dose FP activity change, negative = inhibition, hits mostly inhibitors; 270,000 tested, 0.23% active; AID 1768; active = well fitted inhibition curve with a large enough effect in the polarisation, with a control signal flat, not every such curve was filed as active; inconclusive = small, poorly fitted or top-dose-only effect, or effect the other way, or a change in a side signal; inactive = no such curve, though single readings can be large or run the other way; the % refers to the polarisation; also: potency is read from the fitted curve at half-maximal effect; % of control where 0% means no effect; many of its hits are not listed in these tables
GALK inhibitor = galactokinase (human) inhibition | AID 1868 | 270,000 tested, 0.007% active | P51570 | Purified GALK, Kinase-Glo residual ATP luminescence | Potency, µM (series often up to 57.5 µM), for the others: at the top dose activity change, negative = inhibition, most hits filed as inhibitors; also: potency is read from the fitted curve at half-maximal effect; % is scaled to controls: 0 for no effect and ±100 for the full control effect
Target sequence (P51570 whole entry, looked up): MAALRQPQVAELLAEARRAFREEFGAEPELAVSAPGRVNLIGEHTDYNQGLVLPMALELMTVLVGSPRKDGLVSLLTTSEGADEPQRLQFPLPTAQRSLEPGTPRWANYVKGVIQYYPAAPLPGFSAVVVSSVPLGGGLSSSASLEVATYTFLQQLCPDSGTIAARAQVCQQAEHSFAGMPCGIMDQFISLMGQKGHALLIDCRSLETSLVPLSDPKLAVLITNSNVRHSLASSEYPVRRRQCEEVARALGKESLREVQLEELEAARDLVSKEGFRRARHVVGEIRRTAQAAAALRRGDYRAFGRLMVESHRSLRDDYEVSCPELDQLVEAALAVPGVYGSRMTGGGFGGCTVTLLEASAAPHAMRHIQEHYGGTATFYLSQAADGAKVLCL
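Kinase-Glo Plus luminescence measured ATP left after a 1 h room-temperature reaction. The reaction used 5 nM GALK, 100 uM galactose and 35 uM ATP at pH 8.0 (20 mM HEPES, 5 mM MgCl2, 60 mM NaCl, 1 mM DTT, 0.01% BSA).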
Giardia kill = Giardia lamblia killing. activity change, % at 7.66 µM, hits read low. 340,000 tested, 0.15% active. AID 540267. Giardia lamblia trophozoite viability; in the data active = activity change below about -80%; inconclusive = between about -30% and that limit;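 also: parasites exposed to compound for two days anaerobically before the ATP read; % is scaled to controls: 0 for no effect and ±100 for the full control effect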
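Luminescent ATP signal served as the viability read-out, measured 15-30 min after adding ATP detection reagent to trophozoites that had been incubated with compounds for 48 hrs at 37 deg C anaerobically at 100 cells/well.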
KCNH2 WT inh = KCNH2 (human, wildtype) channel inhibition | 340,000 tested, 0.37% active | activity change, % at 1.84 µM | U2OS, BacMam KCNH2, thallium flux FluxOr; hits give low values;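 active = maximum activity change below -70%; inconclusive = maximum activity change between -70% and -50%; inactive = maximum activity change above -50%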; also: % is scaled to controls: 0 for no effect and ±100 for the full control effect
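U2OS cells were transduced with wild-type KCNH2 virus (2.03 x 10^8 / mL) for 4 h at room temperature, then cultured overnight at 37 C. Thallium flux was read with FluxOr dye. Rate constants were normalized to DMSO controls.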
USP2a inh = blocks human ubiquitin-specific protease USP2a; O75604; USP2 core, Ub-CHOP2 coupled fluorogenic reporter, 485/531; Potency, µM (titrated, usually from 38.3 µM), inactives show top-dose activity change, negative = inhibition, actives largely listed as inhibitors; 330,000 tested, 0.01% active; AID 463254;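 also: potency is read from the fitted curve at half-maximal effect; plate controls were DMSO wells for no effect and full inhibition by NEM control for full effect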
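Deubiquitinase activity read as fluorescence (485/531 nm) after Ub-CHOP2 cleavage activates the enterokinase reporter on its substrate; USP2 core 10nM, Ub-CHOP2 and substrate 25nM each, 30min compound preincubation then 60min RT; data normalized to NEM, curves fitted.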
CXXC DNA block = inhibitors of human MLL CXXC domain-DNA interaction; Q03164; MLL-CXXC / FITC-HOXA9 DNA fluorescence polarization; Potency, µM (top dose mostly 115 µM), for inactives: top-dose activity change, negative = inhibition, usual class: inhibitors; 290,000 tested, 0.037% active; AID 2662; active = well fitted inhibition curve with a large enough effect in the polarisation, with a control signal flat, not every such curve was filed as active; inconclusive = small, poorly fitted or top-dose-only effect, or effect the other way, or a change in a side signal; inactive = no such curve, though single readings can be large or run the other way; the % refers to the polarisation; also: potency is read from the fitted curve at half-maximal effect
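Steps: dispense CXXC domain solution (7 uM) → pin compounds or unlabeled HOX-A9 DNA control → 5 min ambient → add FLSN-HOX-A9 solution (50 nM) → spin → 30 min ambient → fluorescence polarization. Tris pH 7.5/NaCl/DTT/BSA buffer.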
Starred values were filed as active, the others as inactive; ? = inconclusive; · = no result given; [ ] = remark or other dose. Unless noted, calls follow the shape of the dose curve; as a rule, active = well fitted curve in the direction sought with a large enough effect; inconclusive = small, poorly fitted or top-dose-only effect, or another doubt; inactive = no such curve, though single readings can be large; an effect the other way counts as inactive or inconclusive. This is a subset; the hit share may differ from the screen's.

| Molecule | Menin MLL FP TR | KCNH2 WT inh | Giardia kill | B2AR arrestin | Coupling enz | GALK inhibitor | PKM2 act | CXXC DNA block | KCNH2 3.1 inh | USP2a inh | TRPV1 ag |
| --- | --- | --- | --- | --- | --- | --- | --- | --- | --- | --- | --- |
| CC(C)(C)c1ccc(C(CC(=O)O)NC(=O)Cc2ccc(Cl)cc2)cc1 (stereo not given) | 0% | 13 | 6 | -0.4% | 8 | 0% | · | 14% | 7 | -1% | 10 |
| CCN(CC(=O)NCc1cccs1)C(=O)c1cccc(Cl)c1 | · | -2 | 28 | 0.0% | · | · | · | · | 12 | -1% | · |
| Cn1c(-c2cccc([N+](=O)[O-])c2)cnc1NCc1cccc(F)c1 | -6% | 16 | -21 | -0.1% | 0 | -1% | 9% | -1% | -7 | -2% | -1 |
| Fc1ccc(OCCOCCNCC2CCCO2)cc1 (stereo not given) | 4% | 9 | -27 | -0.2% | 0 | 0% | 1% | 5% | 7 | -1% | 1 |
| CCC(=O)Nc1ccc2c(c1)nc(CCN1CCN(c3ccccn3)CC1)n2C | -7% | 27 | -1 | -0.6% | 4 | 12% | · | -26% | -12 | -1% | 1 |
| CC(CCc1ccccc1)NC(=O)/C=C/c1ccccc1 (stereo not given) | -10% | -5 | -2 | 0.5% | -1 | -5% | 0% | -2% | ? | 0% | ? |
| CCn1cc(S(=O)(=O)Nc2nc3ccc(OC)cc3s2)cn1 | · | -12 | -16 | 0.4% | · | 8% | 9% | -11% | 21 | 0% | 1 |
| CCOCCCNC(=S)N(CCCN(C)C)Cc1cc2cc3c(cc2[nH]c1=O)OCCO3 | 1% | 1 | -10 | -0.1% | -1 | -1% | -2% | 2% | 3 | 1% | -1 |
| Cc1noc(C)c1S(=O)(=O)N(C)C[C@H]1Oc2ccc(NS(=O)(=O)c3cn(C)cn3)cc2C(=O)N([C@H](C)CO)C[C@@H]1C | · | 10 | -13 | 0.2% | · | · | · | · | 12 | -2% | · |
| Nc1ncnc2c1ncn2CCc1ccccc1 | 15% | -12 | -3 | -0.5% | 1 | 2% | · | 34% | 3 | 3% | 0 |
| COc1cc(N)c(Cl)cc1C(=O)OCC(=O)NCC1CCCCC1 | · | -5 | -19 | -1.8% | · | · | · | · | -4 | 3% | · |
| Cn1cnc(S(=O)(=O)Nc2ccccc2N2CCOCC2)c1 | · | 2 | 7 | 0.4% | -1 | 8% | -2% | -2% | 2 | 4% | -2 |
| CCCn1c(C2CC(=O)N(c3ccc(C)cc3)C2)nc2ccccc21 (stereo not given) | -1% | -3 | -8 | -0.5% | · | -1% | 0% | -3% | -5 | 3% | 16 |
| C=CCN1C(=O)c2ccc(C(=O)N3CCN(S(=O)(=O)c4ccccc4Br)CC3)cc2C1=O | · | 6 | 3 | -1.0% | · | · | · | · | 6 | 0% | -1 |
| CCCC(C)C(=O)Nc1ccccc1C(=O)OCC (stereo not given) | -11% | 9 | 7 | 0.0% | 2 | 1% | 2% | 14% | -13 | 3% | 21 |
| Cc1cc(C)n(CC(O)COc2ccc(F)cc2)n1 (stereo not given) | 25% | 5 | 4 | -0.9% | 1 | 0% | · | 18% | 1 | -2% | -1 |
| O=C(CSc1nnc(CNC(=O)c2c(F)cccc2Cl)o1)Nc1ccc2c(c1)OCCO2 | · | 16 | 4 | 0.0% | 2 | 0% | 0% | 3% | -8 | -1% | -3 |
| CCOC(=O)c1cc2c(nc1N)CC(C)(C)OC2 | -1% | -1 | 2 | -0.1% | -2 | -4% | -1% | -7% | -1 | -1% | 2 |
| Nc1cc(N)nc(SCC(=O)NCc2ccco2)n1 | 11% | 12 | -12 | -1.2% | 3 | -1% | 3% | -5% | 11 | 3% | -6 |
| COc1ccc(S(=O)(=O)NC(C)C)cc1C(=O)NC1CCCCC1 | -4% | 2 | -18 | -0.4% | 0 | 0% | 2% | 9% | 5 | 1% | 2 |
| COc1cccc(-c2csc(NC(=O)Oc3ccccc3)n2)c1 | ? | -8 | 31[activator] | 0.3% | -2 | -2% | 4% | 5% | 0 | 4% | 1 |
| Cc1cc(C)nc(SCC(=O)N/N=C/c2cccs2)n1 | 2% | 3 | -12 | -0.3% | -1 | 1% | -3% | 8% | -3 | 1% | -1 |
| COc1ccc(NC2CC(=O)N(C)C2=O)cc1 (stereo not given) | 0% | -1 | -5 | 0.0% | -1 | -3% | -22% | 3% | 1 | -1% | 14 |
| CCN(CC)CCOC(=O)c1ccc(NC(=O)C(C)NC(=O)C23CC4CC(CC(C4)C2)C3)cc1 (stereo not given) | -5% | 5 | -6 | -0.3% | 2 | 2% | -4% | 7% | -3 | 0% | -1 |
| CN(/N=C/c1ccncc1)C1=NS(=O)(=O)c2ccccc21 | 4% | 9 | 18 | -1.8% | 3 | · | -1% | 6% | 0 | 2% | 0 |
| Cc1nc(C)c2c(=O)cc(-c3ccccc3)[nH]c2n1 | 1% | -2 | 6 | -0.5% | -2 | 0% | -4% | 4% | 4 | 4% | -6 |
| Cc1cc(C(=O)OCCO)c(C#N)c(N)n1 | -7% | -4 | 11 | 0.3% | 0 | 0% | -7% | -2% | -4 | -2% | -3 |
| COc1cccc(NC(=O)c2ccc(S(=O)(=O)N3CCCCC3)cc2)c1 | 8% | 3 | -8 | 0.4% | 2 | 1% | -4% | -2% | -4 | 0% | ? |
| CC(=O)c1ccccc1NC(=O)c1cc(S(=O)(=O)N2CCOCC2)ccc1N1CCCC1 | · | 22 | -6 | 0.2% | · | · | · | · | 13 | 0% | 14 |
| CC(=O)NC1C(=O)N(CC(C)C)c2ccccc21 (stereo not given) | 2% | 2 | 10 | -2.8% | 1 | 4% | -5% | 19% | 9 | 1% | 1 |

Sorted by the number under CXXC DNA block (smallest number first): three from the list above.
SMILES	CXXC DNA block
CCOCCCNC(=S)N(CCCN(C)C)Cc1cc2cc3c(cc2[nH]c1=O)OCCO3	2%
Cc1nc(C)c2c(=O)cc(-c3ccccc3)[nH]c2n1	4%
CCCC(C)C(=O)Nc1ccccc1C(=O)OCC (stereo not given)	14%

More results
| Molecule | Menin MLL FP TR | KCNH2 WT inh | Giardia kill | B2AR arrestin | Coupling enz | GALK inhibitor | PKM2 act | CXXC DNA block | KCNH2 3.1 inh | USP2a inh | TRPV1 ag |
| --- | --- | --- | --- | --- | --- | --- | --- | --- | --- | --- | --- |
| CCC1CCCCN1C(=O)COc1ccc2c3c(c(=O)oc2c1)CCC3 (stereo not given) | · | 1 | 4 | 0.0% | · | · | · | · | 2 | 2% | 2 |
| Cc1cccc(Nc2nnc(SCC(=O)NC3CCCc4ccccc43)s2)c1C (stereo not given) | 19% | 17 | 0 | -0.4% | 1 | 0% | 6% | -11% | 6 | -6% | -3 |
| O=C(NCc1ccccn1)c1ccccc1OCc1ccc(Cl)cc1Cl | · | 6 | 20 | 0.5% | · | · | · | · | -15 | -6% | 26 |
| O=C(Nc1cccc(S(=O)(=O)NCc2ccco2)c1)c1cc(-c2ccc(F)cc2)nc2ccccc12 | -13% | 16 | 12 | -0.3% | -4 | 0% | -4% | 9% | -16 | -1% | -1 |
| COCCN1CCC(CNCc2cn(-c3cc(C)ccc3C)nc2-c2ccccc2)C1 (stereo not given) | ? | · | 2 | 0.4% | 0 | -1% | 0% | -5% | -13 | 1% | 15 |
| CC(Sc1nnc(C2CC2)n1C1CC1)C(=O)Nc1cccc(S(=O)(=O)N(C)C)c1 (stereo not given) | · | 1 | -14 | -0.2% | · | · | · | · | -29 | 2% | 0 |
| COc1ccc(Nc2nc(N)nc(CSC(=S)N3CCN(c4ccccc4)CC3)n2)cc1 | ? | -3 | -6 | -0.2% | -3 | -1% | -5% | 24% | -19 | -8% | -1 |
| COc1ccc(Cl)cc1N(C(=O)c1ccco1)C(C(=O)NC1CCCC1)c1cccnc1 (stereo not given) | -14% | 26 | -14 | -0.6% | -3 | 1% | 5% | -10% | 1 | -1% | 0 |
| CC(=N/O)/C(=N\O)c1ccc(C)o1 | 5% | -12 | 3 | -0.4% | 1 | -1% | 1% | 14% | -11 | 0% | -4 |
| O=c1[nH]c2ccc(NCc3ccc(F)cc3)cc2[nH]1 | 8% | 5 | -11 | 0.4% | -4 | -3% | 4%[11.5 µM] | 0% | 11 | 4% | -7 |
